# Assay outcomes: PubChem BioAssay, Sanford-Burnham Center for Chemical Genomics
# Hsp70 displacement: small molecules displacing fluorescent ligand from Hsp70 – biochemical, fluorescence polarization, primary screen (AID 583). Hsp70 fluorescence polarization probe displacement, mP; higher % means a stronger effect. displacement, % at 20 µM, or IC50 in µM where a hit was titrated. 0.06% of 140,000 active; in the data active = displacement above about 50%;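 note: plate controls were vehicle for no effect and reference ligand for full effect; a part of the inactive calls stands beside numbers as strong as those of hits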
# Rat MKP-3 inhibitors: MKP-3 phosphatase inhibitors, primary screen, biochemical, rat enzyme, in vitro (AID 425); recombinant MKP-3 phosphatase activity, fluorescence; higher % means a stronger effect; inhibition, % at 20 µM; hits with a dose series show IC50 in µM; 0.17% of 110,000 active; in the data active = inhibition above about 50%;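 note: plate controls were vehicle for no effect and reference inhibitor for full effect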
# The depositor's hits bear a star; / = no result given; & = joins results of further samples. Not all compounds are listed (hit frequency here may not be typical).
molecule | Hsp70 displacement | Rat MKP-3 inhibitors
Cc1ccc(S(=O)(=O)N/N=C/c2cccc(OS(=O)(=O)c3ccc([N+](=O)[O-])cc3)c2)cc1 | 4.6% | 2%
CCOC(=O)c1c(C)c(C(=O)N2CCN(C(=O)c3ccco3)CC2)c(C)n1C | 2.5% | 8%
O=C1/C(=C\c2ccsc2)SC(=S)N1Cc1ccccc1 | -3.9% | 2%
Fc1ccc(CN2CCCCCCC2)cc1 | 2.1% | /
CCCSc1nnc(Cc2cc(=O)[nH]c(=O)[nH]2)n1-c1cc(C)ccc1C | 1.6% | 8%
Cc1cccc2cc(C(c3nnnn3CC3CCCO3)N3CCOCC3)c(=O)[nH]c12 (centres undefined) | 3.7% | 2%
Oc1oc(-c2ccco2)nc1C=Nc1cccc(Cl)c1 | 6.4% | -14%
Cc1sc(NC(=S)NC(=O)c2ccccc2)c(C#N)c1C | -5.6% | /
CCOC(=O)CSc1nncc2ccc(OC)c(OC)c12 | 5.0% | -7%
CCCCOC(=O)Nc1nccs1 | -3.1% | 1%
C=CCSc1nc2ccccc2n1C(=O)CN1C(=O)c2ccccc2C1=O | 5.5% | 0%
Cc1ccc(O)c(CNn2cnnc2)c1 | 0.0% | /

molecule | Hsp70 displacement | Rat MKP-3 inhibitors
CCOC(=O)Cc1c(C)nc2c(C#N)c[nH]n2c1=O | -1.2% | /
O=c1/c(=C\c2cn[nH]c2-c2ccccc2)sc2nc3ccccc3n12 | 6.3% | 47%
C/C(=N\Nc1c(Cl)cc(Cl)cc1Cl)c1ccccn1 | 1.8% | 0%
COc1ccc(Nc2cccccc2=O)cc1 | / | -3%
Cc1cccc(N2CCN(C(=O)c3ccc(C(C)(C)C)cc3)CC2)c1C | -2.7% | 3%
O=C(O)c1ccc(-c2cc([N+](=O)[O-])ccc2Cl)o1 | -2.0% | -1%
CCOC(=O)CSc1nc2ccccc2c(=O)n1CCCCCC(=O)NCc1ccco1 | -2.8% | 0%
O=c1oc2c(O)c(O)ccc2c2c1CCC2 | 1.2% | 7%
COc1ccc(Cn2c(SCC(=O)NCc3ccco3)nc3ccsc3c2=O)cc1 | -4.2% | 1%
COC(=O)c1ccc(Cn2nc(C)c(Cl)c2C)o1 | 2.3% | /
O=C(COc1ccc(S(=O)(=O)NC2CCCCC2)cc1)NCCC1=CCCCC1 | 5.9% | /
O=C(O)CN1C(=O)/C(=C\c2ccc(Cl)c(Cl)c2)SC1=S | 5.8% | 0%

molecule | Hsp70 displacement | Rat MKP-3 inhibitors
O=C(NC(=S)Nc1ccccc1)c1ccc(Cl)cc1 | -1.6% | 2%
CCCCOc1ccc(C(=O)NCc2cccc3ccccc23)cc1 | -1.3% | 2%
Cc1cccc(N(CC(=O)N2CCCC2)S(=O)(=O)c2ccccc2)c1 | -8.8% | 0%
CSc1ccc(C2Nc3ccccc3-c3cc(C)nn32)cc1 (centres undefined) | 1.9% | 5%
CC(C)=C1C2CCC1C(C(=O)NC1CCCCC1)C2C(=O)O (centres undefined) | 6.4% | 2%
CCOc1cc(C)c(S(=O)(=O)Nc2ccc(F)cc2)cc1C | -1.0% | /
CCC(C)NC(=O)C1c2ccccc2C(=O)N1Cc1cc(OC)ccc1OC (centres undefined) | -1.7% | -4%
CCOC(=O)Cc1c(C)nc2cc(-c3ccc(Cl)cc3)[nH]n2c1=O | 7.0% | 1%
O=C1C(=O)c2ccccc2C(O)=C1CC(=O)c1ccccc1 | 11% | 25%
O=C(NCCc1ccccc1)C1CCN(S(=O)(=O)c2cccc3nsnc23)CC1 | -1.5% | 2%
CC1CCCCN1C(=O)Cn1cc(C(=O)c2ccco2)c2ccccc21 (centres undefined) | -1.5% | -4%
CCC1=NN(C(=O)c2ccccc2Br)C(O)(c2ccncc2)C1 (centres undefined) | -3.2% | 4%

# In the list so far, these contain a halogen.
molecule | Hsp70 displacement | Rat MKP-3 inhibitors
Fc1ccc(CN2CCCCCCC2)cc1 | 2.1% | /
Oc1oc(-c2ccco2)nc1C=Nc1cccc(Cl)c1 | 6.4% | -14%
C/C(=N\Nc1c(Cl)cc(Cl)cc1Cl)c1ccccn1 | 1.8% | 0%
O=C(O)c1ccc(-c2cc([N+](=O)[O-])ccc2Cl)o1 | -2.0% | -1%
COC(=O)c1ccc(Cn2nc(C)c(Cl)c2C)o1 | 2.3% | /
O=C(O)CN1C(=O)/C(=C\c2ccc(Cl)c(Cl)c2)SC1=S | 5.8% | 0%
O=C(NC(=S)Nc1ccccc1)c1ccc(Cl)cc1 | -1.6% | 2%
CCOc1cc(C)c(S(=O)(=O)Nc2ccc(F)cc2)cc1C | -1.0% | /
CCOC(=O)Cc1c(C)nc2cc(-c3ccc(Cl)cc3)[nH]n2c1=O | 7.0% | 1%
CCC1=NN(C(=O)c2ccccc2Br)C(O)(c2ccncc2)C1 (centres undefined) | -3.2% | 4%

# Later entries.
molecule | Hsp70 displacement | Rat MKP-3 inhibitors
CCOC(=O)c1cc2n(c1N)-c1ccccc1C2=O | 104% | -271%
CC(NC(=O)CN1CCOCC1)C1CC1 (centres undefined) | -1.9% | -1%
CCOC(=O)c1c(-c2ccc(C)o2)csc1NC(=O)CN1CCN(CC)CC1 | 3.2% | -2%
CC(C)C1Cc2c(sc3c2c(=O)n(-c2ccccc2)c2nncn32)CO1 (centres undefined) | 1.7% | -4%
COC(=O)c1c(-c2ccccc2Cl)csc1NC(=O)CCC(=O)O | 0.2% | -2%
Cc1cccc(N2C(=O)C3CC=CCC3C2=O)n1 (centres undefined) | -2.7% | 1%
CCCCCCC1CC(CSc2ncn[nH]2)OC1=O (centres undefined) | -1.7% | -8%
COc1cc(-n2c(C)nc3cc(C(=O)NCc4ccco4)ccc32)cc(OC)c1OC | 7.7% | /
O=C(NCc1ccc2c(c1)OCO2)c1cc(-c2ccccc2Cl)nc2ccccc12 | -1.8% | 4%
C=CCNc1nc(N2CCCC2)nc2ccccc12 | 2.7% | -2%
Cc1cc2nc(-c3ccccc3)cc(-c3ccccc3)n2n1 | -4.4% | 5%
Cc1ccnc(SCCn2c(N3CCOCC3)nc3c2c(=O)n(C)c(=O)n3C)n1 | -1.4% | /

molecule | Hsp70 displacement | Rat MKP-3 inhibitors
COc1ccc(-c2noc(C3CCCN(C(=O)CCc4ccccc4)C3)n2)cc1 (centres undefined) | -1.5% | 3%
COc1ccccc1N1CCN(C(c2cccs2)C(C)NS(=O)(=O)c2ccccc2)CC1 (centres undefined) | 0.1% | -6%
CC/C(C)=N\NC(=O)c1cc(-c2ccccc2)nc2ccccc12 | 2.1% | -3%
COCCC(=O)NC12CC3CC(CC(C3)C1)C2 | -1.1% | -10%
COc1cc(CN2CCN(C3CCC(c4ccccc4)CC3)CC2)cc(OC)c1OC (centres undefined) | -4.0% | 2%
Cn1c(=O)c2c(nc(SCC(=O)c3cccs3)n2Cc2ccc(F)cc2)n(C)c1=O | 3.3% | -12%
CC12CCC(C(=O)Nc3ccccc3Br)(C/C1=N\O)C2(C)C (centres undefined) | -1.8% | /
Cc1cccc(-n2c(SCc3ccccc3)nc3ccccc3c2=O)c1 | 5.7% | 2%
Cc1cccc(OCC(=O)N2CCCC2)c1 | 0.4% | 0%
CCN1C(=O)/C(=C\c2ccc(F)cc2)C(C(=O)OC)=C1C | -6.9% | 4%
COc1ccccc1-n1c(C)c(C(=O)O)c2cc(OC)c3ccccc3c21 | -0.2% | -2%
COc1ccc(N(CC(=O)Nc2ccc(C)cc2C)S(C)(=O)=O)c(OC)c1 | 1.1% | -2%

molecule | Hsp70 displacement | Rat MKP-3 inhibitors
Cn1c(SCc2ccc(F)cc2)nnc1-c1ccccn1 | -0.9% | -8%
CCOC(=O)C1=NN(C(=O)COc2ccccc2)C(O)(c2ccc(Cl)cc2)C1 (centres undefined) | 2.6% | 1%
CCOC(=O)/C(C#N)=N/Nc1ccc2c(c1)c1ccccc1n2CC | -23% | -1%
COc1cccc(-n2nc(C(=O)O)c3ccccc3c2=O)c1 | 8.6% | -6%
CC1(C)Cc2ccccc2C(/C(=N\O)C(=O)c2ccccc2)=N1 | -2.5% | 3%
CCOc1cccc(N2C(=O)CC(SCC(=O)Nc3ccc(Cl)cc3)C2=O)c1 (centres undefined) | -6.4% | 4%
CC(C)C(C(=O)NCC1CCCO1)N(Cc1ccco1)C(=O)CNS(=O)(=O)c1ccccc1 (centres undefined) | -0.8% | -19%
O=C(NC(Cc1ccccc1)C(=O)N1CCCC1C(=O)O)c1ccccc1 (centres undefined) | -1.7% | -16%
Cn1c(=O)n(CCc2ccccc2)c(=O)c2c1nc1n2CCCN1c1ccccc1 | 3.3% | 1%
COc1cc([C@@H]2c3cc4c(cc3[C@H](O)[C@H]3COC(=O)[C@H]23)OCO4)cc(OC)c1OC | 0.3% | -12%
CCN1C(=C2C(=O)c3ccccc3C2=O)C=Cc2ccccc21 | -3.1% | -14%
Cc1n[nH]c(C)c1S(=O)(=O)N1CCC(C(=O)O)CC1 | 0.6% | -10%

molecule | Hsp70 displacement | Rat MKP-3 inhibitors
Cc1ccccc1NC(=O)N1C2CCCC1CC(NC(=O)C(C)(C)C)C2 (centres undefined) | 1.8% | -3%
CCOC(=O)c1c(C)[nH]c(C(=O)OC)c1CCC(=O)OC | -2.1% | -17%
Cc1cc(C(F)F)n2nc(C(=O)Nc3cccnc3Cl)nc2n1 | 0.4% | /
CC(C)Cc1cc(C(=O)NCc2cccs2)no1 | -0.4% | -7%
COc1ccc(NC(=O)CCn2cccc2)cc1 | 3.8% | -8%
Oc1c(C(c2cccs2)N2CCN(c3cccc(Cl)c3)CC2)sc2ncnn12 (centres undefined) | 1.4% | -6%
CC(=O)N1CC2(C)CN(C(C)=O)CC(C)(C1)C2O (centres undefined) | 4.8% | -8%
CCOc1ccc(NC(=O)Cn2nnc(C(=O)NCCc3ccc(OC)c(OC)c3)c2N)cc1 | -1.6% | /
CCOC(=O)c1ccc(CC(=O)c2oc3cc(O)ccc3c2C)o1 | 0.7% | -6%
CCc1nnc(NC(=O)C2CCCN2S(=O)(=O)c2ccc(F)cc2)s1 (centres undefined) | 4.1% | -5%
Cc1ccc(C(C)C)cc1S(=O)(=O)NCc1cccnc1 | -0.1% | -4%
Clc1ccc(C2=NN(c3ccccc3)CC2)cc1 | -0.6% | 2%

molecule | Hsp70 displacement | Rat MKP-3 inhibitors
O=C1C(Cl)=C(N2CCCCC2)C(=O)C(Cl)=C1c1cnc(N2CCCCC2)s1 | 3.9% | /
CCCCN1C(=O)C(O)=C(C(C)=O)C1c1ccccc1 (centres undefined) | -0.9% | /
Cc1n[nH]c(C)c1Sc1ccccc1N=Cc1ccccc1 | 4.1% | -1%
COc1cc(NC(=O)C(c2ccccc2)c2ccccc2)ccc1NC(=O)c1ccco1 | 2.4% | 1%
CC1CCCC(C)N1C(=O)CSc1nnc(-c2c[nH]c3ccccc23)o1 (centres undefined) | 3.6% | -7%
COc1ccc(-c2noc(COc3ccc(Cl)c(C)c3)n2)cc1 | 4.8% | -5%
COc1ccc(Cl)cc1NC(=O)COc1ccc(C)cc1Br | 4.0% | 4%
COc1ccc(OCC(=O)N2CCN(C(=O)COc3ccccc3)CC2)cc1 | -3.7% | -11%
CC(C)NC(=O)c1ccc(CNC(=O)OCC(F)(F)F)cc1 | 9.6% | /
CC(=O)NCCn1c(SCC(=O)NCc2ccco2)nc2ccccc2c1=O | -0.2% | 1%
CCc1nc2c3cnn(-c4cc(Cl)ccc4C)c3ncn2n1 | -3.2% | -4%
O=C1C2C(C(=O)N1c1cccc(Cl)c1)N1CCCN1C2c1ccccc1 (centres undefined) | 1.4% | 0%

molecule | Hsp70 displacement | Rat MKP-3 inhibitors
COc1cc(/C=c2\s/c(=C(/C#N)C(=O)N3CCCC3)n(-c3ccccc3)c2=O)ccc1O | -35% | 4%
CCOC(=O)c1c(NC(=O)Cn2nc(C(F)(F)F)cc2C)sc2c1CCC(C)C2 (centres undefined) | -3.7% | 2%
Cc1ccc(OCCCn2ccnc2)cc1C | -3.2%&4.8% | -2%
Cc1ccc(NC2=NCCC2)cc1Cl | 4.7% | /
Cc1cccc(OCCCC(=O)N2CCCc3ccccc32)c1C | 12% | /
COc1ccc(C)cc1NC(=O)c1cc(-c2cccs2)nc2ccccc12 | 29% | -5%
COc1cccc(NC(=O)CCN2CCC(C(N)=O)CC2)c1 | -0.3% | -7%
O=C(O)Cc1ccc(NC(=O)C2CC=CCC2C(=O)O)cc1 (centres undefined) | -3.8%&3.7% | -4%&1%
CN(CC(=O)N1CCc2ccccc21)S(=O)(=O)c1cccc2cccnc12 | 0.9% | -2%
COc1ccc(N/C=C2/CCCCC2=O)cc1 | -3.9% | -3%
O=C(Nc1ccc(S(=O)(=O)N2CCc3ccccc32)cc1)c1ccco1 | -3.6% | 7%
CCOc1cc(C2C(C(=O)OC)=C(C)NC(C)=C2C(=O)OC)ccc1O | -0.9% | 1%

molecule | Hsp70 displacement | Rat MKP-3 inhibitors
Fc1ccc(-c2cc(C(F)(F)F)nc(-n3cncn3)n2)cc1 | -0.6% | -2%
Cc1ccc(N2C(=O)/C(=C/c3ccc(C(=O)O)cc3)SC2=S)cc1C | 4.8% | -12%
CCC1=NN(C(=O)c2ccc(OC)cc2)C(O)(c2ccncc2)C1 (centres undefined) | 0.5% | 4%
Cc1ccc(C)c(C(=O)C(C)OC(=O)c2cccn2C)c1 (centres undefined) | 0.7% | -2%
COc1ccc(F)c(C2C(C#N)=C(N)Oc3n[nH]c(C(C)(C)C)c32)c1 (centres undefined) | 7.9% | -8%
O=C(COC(=O)CCC(=O)Nc1nccs1)NCc1ccco1 | -1.3% | 0%
FC(F)(F)c1cccc(N2CCN(Cc3ccoc3)CC2)c1 | 4.2% | -13%
COC(=O)CC(C(=O)OC)C(C(=O)OC)C(=O)OC (centres undefined) | -0.7% | 5%
CSc1nc(N2CCOCC2)c2c(c1C#N)CCCCC2 | 4.6% | 1%
Cc1ccc(OCCOCCOc2ccccc2/C=C2/SC(=S)NC2=O)cc1 | 1.9% | -5%
COC(=O)/C(=C1/Oc2cc(C)oc(=O)c2S1)C(F)(F)F | -3.2% | -6%
